Prostate diff – activators of LNCaP prostate cell differentiation; 0.56% of 24,000 active; side scatter shift, % at 10 µM; AID 795; flow cytometry side scatter, 4 d;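 active = side scatter shift above 30%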;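 note: androgen-responsive LNCaP prostate cancer cells in charcoal-stripped serum medium; percent of cells past a gate set so DMSO wells show 10% shift; higher shift means more granular cells and more differentiation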
VLA-4 antagonist – inhibition of LDV-FITC ligand binding to human VLA-4 integrin; Jurkat cells, LDV-FITC binding with Mn2+, flow cytometry; 100% = Mn2+-driven binding gain fully reversed; inhibition, % at 10 µM (by protocol); AID 529; 0.2% of 24,000 active; P13612;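 active = inhibition above 50%; inconclusive = compound itself fluorescent, judged against control cell fluorescence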;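 note: 0% = Mn2+ stimulated cells lacking compound and 100% = ligand binding without Mn2+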
Target sequence (P13612 whole entry, looked up): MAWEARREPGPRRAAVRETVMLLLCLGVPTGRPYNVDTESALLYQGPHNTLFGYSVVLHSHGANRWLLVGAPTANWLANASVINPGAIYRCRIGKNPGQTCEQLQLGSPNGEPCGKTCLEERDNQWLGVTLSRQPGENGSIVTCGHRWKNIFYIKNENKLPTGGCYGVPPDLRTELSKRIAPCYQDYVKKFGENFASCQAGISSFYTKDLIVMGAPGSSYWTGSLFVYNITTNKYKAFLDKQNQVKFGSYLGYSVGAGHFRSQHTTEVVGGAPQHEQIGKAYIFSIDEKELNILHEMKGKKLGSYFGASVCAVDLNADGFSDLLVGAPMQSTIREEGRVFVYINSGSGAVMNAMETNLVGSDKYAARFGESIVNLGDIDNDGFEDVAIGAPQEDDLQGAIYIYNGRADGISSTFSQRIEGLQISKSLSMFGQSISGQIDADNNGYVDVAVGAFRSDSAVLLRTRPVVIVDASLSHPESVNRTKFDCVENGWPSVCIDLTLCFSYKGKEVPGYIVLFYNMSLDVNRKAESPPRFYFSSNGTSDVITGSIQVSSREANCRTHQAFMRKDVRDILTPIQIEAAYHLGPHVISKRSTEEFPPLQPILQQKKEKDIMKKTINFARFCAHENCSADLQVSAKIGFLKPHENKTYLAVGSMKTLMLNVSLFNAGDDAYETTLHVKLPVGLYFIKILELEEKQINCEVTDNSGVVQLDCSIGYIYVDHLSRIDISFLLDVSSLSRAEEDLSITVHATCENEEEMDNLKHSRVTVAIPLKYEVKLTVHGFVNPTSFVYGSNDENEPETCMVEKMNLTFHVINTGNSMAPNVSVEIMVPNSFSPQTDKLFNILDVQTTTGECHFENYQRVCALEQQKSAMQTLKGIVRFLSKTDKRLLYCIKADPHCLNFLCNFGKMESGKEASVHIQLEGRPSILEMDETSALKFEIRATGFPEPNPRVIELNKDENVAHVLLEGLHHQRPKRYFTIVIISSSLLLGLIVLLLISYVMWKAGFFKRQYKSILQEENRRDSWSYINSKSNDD
Autofluor Jurkat – autofluorescence counter-screen for VLA-4 integrin assays; Jurkat cells, compound autofluorescence, flow cytometry; stronger effect = higher value; 1 = vehicle-only cell background; fluorescence ratio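 (tested at 10 µM compound in the well)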; 0.61% of 24,000 active;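 active = fluorescence ratio above 2.44, which is 1 plus 3 SD of all ratios; inconclusive = signal too bright to measure linearly, ratio around 10 or more; inactive = fluorescence ratio below 2.44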;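 note: green fluorescence of cells measured with 488 nm excitation and 530 nm emission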
VLA-4 agonist – allosterically activates the human VLA-4 integrin; Jurkat cells, LDV-FITC binding, flow cytometry; 24,000 tested, under 10 active; activation, % at 10 µM (by protocol); P13612;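 active = fluorescent ligand binding to cells raised by more than 40% of the manganese-induced maximum; inconclusive = compound's own fluorescence above 85% of the ligand control signal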;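 note: 0% = ligand binding without compound and 100% = manganese-stimulated maximal binding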
The depositor's hits bear a star; ? = inconclusive; · = no result given; & = joins results of further samples. Some of the compounds tested; the hit share may differ from the screen's.

SMILES	Prostate diff	VLA-4 antagonist	Autofluor Jurkat	VLA-4 agonist
COc1cccc(C(CC(=O)NCc2ccco2)NS(=O)(=O)c2ccc(C)cc2)c1OC (stereo unspecified)	7	0	1.1	0
COc1cccc(C2CC(c3ccccc3OC)n3nc(N)nc3N2)c1 (stereo unspecified)	8	12	1.1	1
COC(=O)C(NS(C)(=O)=O)(c1c(C)[nH]c2ccccc12)C(F)(F)F (stereo unspecified)	6	-5	1	2
COC(=O)c1[nH]c2ccccc2c1NC(=O)CN1CCC(C(N)=O)(N2CCCCC2)CC1	5	-14	1	-1
O=C(CP(=O)(c1ccccc1)c1ccccc1)N1CCCCC1	6	-2	0.97	0
O=C(NCc1ccccc1Cl)C1CCN(S(=O)(=O)N2CCCCC2)CC1	9	-6	1	-1
CCOC(=O)Cn1c(=O)oc2cc(S(=O)(=O)Nc3cc(OCC)ccc3OCC)ccc21	6	?	1.4	?
O=c1[nH]cnc2c1nc(SCc1ccccc1)n2C1OC(CO)C(O)C1O (stereo unspecified)	7	-6	1.1	4
CCOc1ccc(NC(=O)CSc2nccn2C)cc1	5	-4	0.96	-8
CCOC(=O)c1oc2ccccc2c1CN1CCN(C(=O)c2ccccc2)CC1	7	8	1.1	2
O=C(O)C1CC=C(Cl)CC1C(=O)NCC1OCCc2ccccc21 (stereo unspecified)	13	-9	0.95	0
O=C(Nc1ccccc1F)C1CCCN(S(=O)(=O)c2cccc3cccnc23)C1 (stereo unspecified)	13	7	1.1	-4
COc1ccc(OC)c(C2CC(=O)N3CN(c4ccccc4F)CSC3=C2C#N)c1 (stereo unspecified)	4	-18	1.1	4
CC1CCc2c(sc3c2C2=NS(=O)(=O)CCN2C=N3)C1 (stereo unspecified)	12	-10	1.1	6
C[C@@H]1C[C@H]2[C@@H]3CCC4=CC(=O)C=C[C@]4(C)[C@@]3(F)[C@@H](O)C[C@]2(C)[C@@]1(O)C(=O)COP(=O)(O)O	6	-14	1	2
Cc1ccc(C(=O)N2CCCC(c3nc4c(nnn4Cc4ccccc4)c(=O)[nH]3)C2)cc1 (stereo unspecified)	13	-8	1.1	2
CCOc1ccc(-c2nc(CSCC(=O)NCCN3CCOCC3)c(C)o2)cc1	4	-4	1	0
CSc1cccc(-n2cc(-c3ccc4c(c3)OCO4)[nH]c2=O)c1	14	-51	1.1	8
C=CCN1C(=O)CS/C1=C(\C#N)S(=O)(=O)c1ccc(C)cc1	13	-8	1.2	0
O=C1CCCc2nn(-c3ccccc3)c(-c3ccncc3)c21	9	5	1	0
Cc1ccc(CNC(=O)CS(=O)Cc2nc(-c3cccs3)oc2C)cc1 (stereo unspecified)	12	?	1.4	?
O=C(Nc1ccc(Br)cc1F)C1CCCN(S(=O)(=O)c2cnc[nH]2)C1 (stereo unspecified)	9	5	0.97	-1
O=C(OCC(CO)OC(CO)n1ccc(=O)[nH]c1=O)c1ccccc1 (stereo unspecified)	9	7	1	1
Cc1cc(NC(=O)CSc2nc3c(c(=O)n2-c2ccc(Br)cc2)SCC3)no1	14	?	1.2	?
CCCCC(CC)CNC(=O)C1CCCN(S(=O)(=O)c2cnc[nH]2)C1 (stereo unspecified)	8	6	0.97	-1

The final three entries of the section before come first, to join the parts.
SMILES	Prostate diff	VLA-4 antagonist	Autofluor Jurkat	VLA-4 agonist
O=C(OCC(CO)OC(CO)n1ccc(=O)[nH]c1=O)c1ccccc1 (stereo unspecified)	9	7	1	1
Cc1cc(NC(=O)CSc2nc3c(c(=O)n2-c2ccc(Br)cc2)SCC3)no1	14	?	1.2	?
CCCCC(CC)CNC(=O)C1CCCN(S(=O)(=O)c2cnc[nH]2)C1 (stereo unspecified)	8	6	0.97	-1
COc1ccc(NC(=O)CN(c2ccc(C(C)C)cc2)S(=O)(=O)c2c(C)noc2C)cc1OC	7	49	1	0
Cc1c(NC(=O)OCCNC(=O)Nc2ccccc2)sc(=S)n1C	15	8	1.3	-2
O=C(NCc1cccnc1)c1ccccc1Br	9	2	0.93	-2
COc1ccccc1-c1nnc(SCC(=O)N2CCOCC2)o1	17	?	0.83	?
COc1ccc(S(=O)(=O)N2CCN(CCO)CC2)cc1-c1nnc2c3ccccc3c(C)nn12	14	-5	0.96	2
N#CCCN1CCN(S(=O)(=O)c2ccc(S(=O)(=O)N3CCCCCC3)cc2)CC1	5	?	0.9	?
COCCN(C(=O)Nc1ccccc1)C(C)c1cccnc1 (stereo unspecified)	3	3	0.99	6
CC(NC(=O)C1CCCN(S(=O)(=O)c2cccs2)C1)c1ccccc1 (stereo unspecified)	8	0	1	-1
CCN(CC)C(=O)CN(C)S(=O)(=O)c1cccc2nsnc12	8	-16	1	7
O=C(Nc1nc(-c2ccc(S(=O)(=O)N3CCCC3)cc2)cs1)C1COc2ccccc2O1 (stereo unspecified)	11	-10	1.1	-2
COc1c(N)c2ccccc2[nH]c1=O	12	-1	1.1	0
O=C(CSc1nnc(-c2ccc3c(c2)OCCO3)o1)NC1CCCCC1	14	?	1.2	-10
CCOC(=O)c1c(NC(=O)Cn2c(C)nc3ccccc32)sc2c1CCC2	5	-8	1	-2
CC(=O)Nc1ccccc1-c1nc2ccc(C(=O)N3CCN(c4ccccc4)CC3)cc2[nH]c1=O	4	-2	0.9	-2
CCCC1CCC(C(=O)Nn2cnc3ccccc3c2=O)CC1 (stereo unspecified)	4	-7	0.96	-4
Cc1ccccc1NC(=O)C1CC(=O)N(c2ccccc2F)C1 (stereo unspecified)	1	6	0.94	4
CCN1CCN(c2cc(C)c3cc(NC(=O)c4cnccn4)ccc3n2)CC1	1	-7	1	3
Cc1ccc(Cn2c(C(=O)NCCCN3CCOCC3)cc3sccc32)cc1	25	2	1.1	-1
COC(=O)c1nnn(CC(=O)Nc2cccc(Cl)c2)c1C(=O)OC	7	-2	1	2
Cc1cc(C)n2nnnc2c1C#N	37*	-24	0.88	8
CCc1nnc(SCc2cn3c(C)cc(C)nc3n2)n1N	13	-18	1	0
CCc1cccc2c(=O)c(C(=O)NCCN3CCOCC3)c[nH]c12	2	-18	1	2
COc1ccc(NC(=O)N2CCC(c3nc(-c4cccs4)no3)CC2)cc1	8	8	1.1	-3
COC(=O)C(CCCCNC(=O)OCc1ccccc1)NC(=O)CN (stereo unspecified)	7	-7	1	2
COc1ccc(NC(=O)c2ccc3c(=O)n(Cc4ccco4)c(=S)[nH]c3c2)c(OC)c1	5	?	1.2	?
SMILES	Prostate diff	VLA-4 antagonist	Autofluor Jurkat	VLA-4 agonist
Cc1ccc(CCNC(=O)C2CCC(=O)N2Cc2cccnc2)cc1 (stereo unspecified)	11	-3	1.1	0
O=C(Cn1cnc2c(nnn2Cc2ccc(F)cc2)c1=O)N1CCCCC1	8	6	0.99	3
O=C(CCCn1c(=S)[nH]c2cc3c(cc2c1=O)OCO3)N1CCN(c2ccccc2F)CC1	10	?	1.2	?
COc1cc(OC)c(C2C3=C(CCCC3=O)Nc3nc4ccccc4n32)cc1OC (stereo unspecified)	12	2	0.97	8
CCc1cc(C)cc(OCCNC(=O)c2ncn[nH]2)c1	·	-5	0.95	-1
COc1cccc(-c2cc(C(F)(F)F)n3ncc(C(=O)O)c3n2)c1	6	-13	0.98	3
CCn1c(CC(=O)Nc2cccc(OC)c2)nnc1SCC(=O)Nc1nccs1	7	-13	1.1	7
CCOC(=O)c1[nH]c(C)c(C(=O)NCc2ccc(OC)cc2)c1C	1	22	0.96	-1
O=C(NCc1cccs1)c1noc2c1CCCC2	8	12	1	4
O=C(COc1ccccc1F)NC1CC1	5	4	0.98	-2
C=CCSc1nnc(-c2ccc(Cl)cc2Cl)o1	8	16	1	-2
CCCCN(CCCC)C(=O)CN(C)S(=O)(=O)c1ccc2c(c1)n(C)c(=O)c(=O)n2C	10	0	1	-3
O=C(O)CSc1nnc(Cn2c(=O)sc3ccccc32)n1-c1cccc(Cl)c1	4	7	1	2
O=C(CNC(=O)c1ccccc1C(=O)O)c1ccccc1	4	-30	0.94	4
COC(=O)C1CCN(C(=O)c2sc3nc(-c4ccc(F)cc4)cn3c2C)CC1	13	-3	1.1	-2
COc1cc(CCC(=O)N2CCN(c3ccc(N4CCOCC4)nn3)CC2)cc(OC)c1OC	2	-8	1	1
O=C(CNS(=O)(=O)c1cccc2nonc12)NCc1ccc(F)cc1	6	-22	0.97	9
Cc1onc(-c2ccccc2)c1C(=O)Nc1nnc(N(C)Cc2ccccc2)s1	7	8	1.2	-10
Cc1nc2ccccc2c2oc(C(=O)NCCCN3CCC(C)CC3)cc12	10	-9	1.2	1
O=S(=O)(c1ccc(S(=O)(=O)N2CCN3CCCC3C2)cc1)N1CCCC1 (stereo unspecified)	4	-17	1	0
CC(C)(C)Nc1nc(OCC(F)(F)F)nc(OCC(F)(F)F)n1	7	-2	0.97	3
O=C1C2C3C=CC(C3)C2C(=O)N1c1cccc(N2C(=O)C3C4C=CC(C4)C3C2=O)n1 (stereo unspecified)	5	-16	0.99	8
COC(=O)c1ccc2c(c1)N(Cc1cc(C)ccc1C)C(=O)c1ccccc1S2=O (stereo unspecified)	5	-2	1	3
O=C(NCCCN1CCOCC1)c1cc(-c2ccc(F)cc2)on1	15	-3	1.1	0
Cc1cc(C)cc(-n2ccnc2SCC(=O)Nc2ccc3c(c2)OCCO3)c1	6	-3	0.97	0
SMILES	Prostate diff	VLA-4 antagonist	Autofluor Jurkat	VLA-4 agonist
Cc1cc(NC(=O)CSc2nnc(Cn3c(=O)sc4ccccc43)n2-c2ccccc2C)no1	29	5	1	-2
O=C(NC1CCCCC1)N1CCC(n2c(=O)[nH]c3ccccc32)CC1	6	-6	0.99	0
CCOc1ccc(-c2nnc3ccc(SCc4ccc(C(=O)OC)o4)nn23)cc1	19	3	1.2	-8
O=C(NCc1ccco1)c1cccn2c(=O)c3cc(Br)ccc3nc12	10	-34	1	9
CCC(=O)N1c2ccc(S(=O)(=O)CCC(=O)NC3CCCC3)cc2CC1C (stereo unspecified)	4	?	1.1	2
COc1ccc(OC)c(/C=c2\sc3nc(-c4cccs4)nn3c2=O)c1	19	?	4.1*	?
CCc1ccccc1N1CC23C=CC(O2)C(C(=O)OCC(C)C)C3C1=O (stereo unspecified)	9	8	0.97	2
COc1ccc(CCNC(=O)CCN2C(=O)COc3ccc(C)cc32)cc1OC	3	-8	0.99	7
C[C@]12CCC(=O)C=C1CC[C@@H]1[C@@H]2[C@@H](O)C[C@@]2(C)[C@H]1CC[C@]2(O)C(=O)COC(=O)CCC(=O)O	10&3	-14&-12	1.1&1	1&5
COc1ccccc1NC(=O)C1CCCN(S(=O)(=O)c2cnc[nH]2)C1 (stereo unspecified)	6	2	0.95	3
COC(=O)Nc1ccc(S(=O)(=O)N(C)CC(F)(F)C(F)F)cc1	9	-8	1	-3
CCC(C(=O)N1CCOCC1)n1c(C(=O)OC)cc2occc21 (stereo unspecified)	2	-19	1	-2
CC(=O)c1cn(CC(=O)NCc2ccc3c(c2)OCO3)c2ccccc12	3	-10	1	2
c1ccc(Cc2ccc(OCCn3cncn3)cc2)cc1	6	?	1.1	?
CCOc1ccccc1C(=O)N1CCN(c2cccc(Cl)c2)CC1	11	-28	0.99	11
COc1cccc(-n2c(Cc3cc(=O)[nH]c(=O)[nH]3)nnc2SCC(=O)N2CCCCCC2)c1	5	-4	1.1	2
CCN(CCNC(=O)C1CCN(c2nnc(-n3cccc3)s2)CC1)c1ccccc1	7	21	1	-5
CC(C)c1ccc(C(O)c2cnc(C(C)C)n2C)cc1 (stereo unspecified)	4	8	1	0
CC(=O)Nc1c(O)[nH]c2ccccc12	5	-3	0.99	-1
CC(C)OC(=O)c1cc2ccccc2oc1=O	4	2	1	5
CN1CCN(CCCNC(=O)c2cn(C3CCCCC3)c(=O)c3c2c2ccccc2n3C)CC1	2	3	0.99	0
NS(=O)(=O)c1ccc(NC(=O)CSc2nnc(Cc3cccs3)n2-c2ccccc2)cc1	12	-4	0.98	2
Cc1ccc(CNC(=O)C2CNc3cc(C)ccc3O2)cc1 (stereo unspecified)	4	6	0.97	-8
COc1ccc(S(=O)(=O)n2nc(OC(=O)c3cccs3)cc2N)cc1	15	-13	0.9	10
O=S(=O)(Nc1ccc2c(c1)OCCO2)c1cnc[nH]1	13	-13	0.95	-1
c1cc2c(cc1C1CCCN1)OCCCO2 (stereo unspecified)	6	-7	1.1	4
COc1ccc(N(CC(=O)NC2CCCCCC2)S(=O)(=O)c2c(C)nn(C)c2C)cc1	9	5	0.97	4
CCOCCCNC(=O)c1c(C)[nH]c(C(=O)OCC)c1C	18	3	1.1	-2
Brc1ccc2ncnc(Nc3ccc(N4CCOCC4)cc3)c2c1	9	?	1.2	?

Part of the list above in another layout.
Screens in order – Prostate diff, VLA-4 antagonist, Autofluor Jurkat, VLA-4 agonist
NS(=O)(=O)c1ccc(NC(=O)CSc2nnc(Cc3cccs3)n2-c2ccccc2)cc1
 : 12, -4, 0.98, 2
Cc1ccc(CNC(=O)C2CNc3cc(C)ccc3O2)cc1 (stereo unspecified)
 : 4, 6, 0.97, -8
COc1ccc(S(=O)(=O)n2nc(OC(=O)c3cccs3)cc2N)cc1
 : 15, -13, 0.9, 10
O=S(=O)(Nc1ccc2c(c1)OCCO2)c1cnc[nH]1
 : 13, -13, 0.95, -1
